N370S GC mod = inhibitors or activators of N370S glucocerebrosidase for Gaucher disease | AID 2101 | 330,000 compounds, 0.092% hits | P04062 | N370S GC spleen homogenate, 4MU-glucoside fluorescence | Potency, µM (top dose mostly 59.4 µM), without a hit: at the top dose activity change, negative = inhibition, hits mostly inhibitors;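 further: 0% = full enzyme activity and -100% = no enzyme basal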
FEN1 inh = blocks human flap endonuclease 1; Potency, µM (doses to about 114 µM), inactives show top-dose activity change, negative = inhibition, hits mostly inhibitors; 390,000 compounds, 0.35% hits; P39748; Recombinant FEN1 flap cleavage, fluorescence, 15 min; further: nearly all actives have a fitted effect of over 65% in size
Target sequence (P39748 whole entry, looked up): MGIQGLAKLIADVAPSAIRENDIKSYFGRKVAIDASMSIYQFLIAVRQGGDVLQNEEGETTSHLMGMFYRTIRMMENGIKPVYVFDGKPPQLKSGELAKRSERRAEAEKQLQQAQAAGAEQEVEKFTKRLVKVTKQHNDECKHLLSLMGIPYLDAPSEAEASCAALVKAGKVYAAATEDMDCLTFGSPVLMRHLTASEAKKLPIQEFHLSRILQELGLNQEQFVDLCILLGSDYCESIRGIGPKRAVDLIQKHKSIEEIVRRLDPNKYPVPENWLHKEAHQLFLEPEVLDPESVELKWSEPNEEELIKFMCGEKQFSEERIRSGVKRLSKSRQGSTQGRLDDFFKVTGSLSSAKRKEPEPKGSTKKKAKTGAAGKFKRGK
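Reaction started by adding substrate (50 nM final) to 10 nM enzyme after 15 min room-temperature compound preincubation. Reads at 0 and 15 min, with data normalized and fitted to a four-parameter Hill equation.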
TDP1 block = inhibitors of human tyrosyl-DNA phosphodiesterase TDP1; recombinant TDP1, AlphaScreen DNA substrate cleavage; Potency, µM (titrated, usually from 130 µM), for the others: top-dose activity change, negative = inhibition, hits mostly inhibitors; 350,000 compounds, 0.28% hits; further: nearly all actives have a fitted effect of over 40% in size
Target sequence (Q9NUW8 whole entry, looked up): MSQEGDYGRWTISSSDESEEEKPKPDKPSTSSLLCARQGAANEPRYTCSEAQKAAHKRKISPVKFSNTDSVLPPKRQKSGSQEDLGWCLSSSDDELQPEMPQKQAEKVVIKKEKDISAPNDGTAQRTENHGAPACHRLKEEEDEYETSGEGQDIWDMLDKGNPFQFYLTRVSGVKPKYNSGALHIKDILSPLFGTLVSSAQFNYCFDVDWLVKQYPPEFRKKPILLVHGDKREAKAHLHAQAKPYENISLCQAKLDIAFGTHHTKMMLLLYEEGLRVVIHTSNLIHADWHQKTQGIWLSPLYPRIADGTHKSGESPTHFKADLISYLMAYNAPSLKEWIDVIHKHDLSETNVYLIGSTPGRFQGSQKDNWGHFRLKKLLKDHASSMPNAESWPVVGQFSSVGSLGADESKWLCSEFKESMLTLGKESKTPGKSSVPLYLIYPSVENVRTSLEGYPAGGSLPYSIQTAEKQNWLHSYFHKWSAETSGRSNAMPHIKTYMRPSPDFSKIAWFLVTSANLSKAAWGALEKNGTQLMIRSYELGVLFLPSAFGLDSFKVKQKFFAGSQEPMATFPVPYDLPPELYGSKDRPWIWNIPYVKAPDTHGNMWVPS
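Steps: enzyme plus compound, 15 min RT; add biotin/phosphotyrosine-FITC oligonucleotide (15 nM final), react 5 min; add donor/acceptor beads (10 ug/ml final), 10 min; read AlphaScreen. Tdp1 at 1 nM final.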
An asterisk follows results filed as active; ? = inconclusive; nt = no result given; & = joins results of further samples; [ ] = remark or other dose. The call rests on the fitted dose curve; in most records, active means well fitted curve in the direction sought with a large enough effect; inconclusive means small, poorly fitted or top-dose-only effect, or another doubt; inactive means no such curve, though single readings can be large; an effect the other way counts as inactive or inconclusive. Unless noted, on the % scale 0 is the no-effect control and ±100 the full control effect; potency means the concentration at half of the fitted maximal effect.

SMILES	N370S GC mod	FEN1 inh	TDP1 block
COC(C(=O)NNS(=O)(=O)c1ccc([N+](=O)[O-])cc1)c1ccccc1 (stereo unspecified)	-4%	-4%	nt
COc1ccc(CN(C(=O)c2ccco2)C2CCS(=O)(=O)C2)cc1 (stereo unspecified)	0%	4%	5%[56.1 µM]
O=C(Nc1nnc(SCc2ccc(Cl)cc2Cl)s1)C1COc2ccccc2O1 (stereo unspecified)	-12%	?	2%
COCc1[nH]nc2c1C(c1c(F)cccc1Cl)C(C#N)=C(N)O2 (stereo unspecified)	-11%	-8%	5%
CN(Cc1ccc(Cl)cc1)C(=O)CCl	-3%	9%	0%
Cc1nn(S(=O)(=O)c2ccc(C(C)C)cc2)c(C)c1S(=O)(=O)N1CCCCC1	nt	-1%	-1%
Cc1nc2ccccn2c1C(=O)NCCCN1CCOCC1	-10%	-5%	10%
COCCCNC(=O)C12CCC(C)(C(=O)C1)C2(C)C (stereo unspecified)	-4%	1%	4%
Cc1c(O)ccc(NC(=O)/C=C/c2ccccc2)c1C	7%	0%	8%
CCOC(=O)c1nn(-c2ccc(F)cc2)c2nc(-c3ccccc3)c(C#N)c(=O)n12	29%	7%	0%
O=C(Nc1cccc(Cl)c1)OCc1cn(-c2ccc(Cl)cc2)nn1	3%	-5%	-4%
Cc1nnc(SCCOC(N)=O)n1C	-5%	3%	8%
CCCc1cc(=O)oc2cc(OC(C)C(=O)NCCCn3ccnc3)ccc12 (stereo unspecified)	-1%	19%	7%
O=C(Nc1ccc(F)cc1F)c1csc(-c2ccccc2)n1	9%	22%	-1%
COc1ccc(CN2CCC(=O)N([C@H](CO)Cc3ccccc3)CC2)cc1	-16%	5%	nt
O=C(Cc1csc(N2CCOCC2)n1)N/N=C/c1ccc(O)c(O)c1O	-8%	?	?
CCn1nnc2cc(C(=O)Nc3cc(C)ccc3C)ccc21	nt	4%	5%
COc1ccc(-c2[nH]n(-c3ccc([N+](=O)[O-])cc3)c(=O)c2C=NCC2CCCO2)cc1 (stereo unspecified)	1%	-13%	nt
Cc1ccc(C(=O)NC(=S)NCc2cccnc2)cc1C	9%	15%	9%
O=C(CSc1nnc(-c2ccncc2)s1)Nc1ccc(Cl)c(C(=O)O)c1	1%	0%	-1%
CCOC(=O)N1CCN(C(=O)CSc2ccc(-c3ccccc3OC)nn2)CC1	1%	-1%	5%
COc1ccc(C(=O)NCc2ccc(-c3nc4ccccc4s3)cc2)cc1OC	1%	0%	9%
Cc1cc(NC(=O)c2cc(-c3ccc(Cl)cc3)on2)n(-c2ccccc2)n1	nt	-3%	5%
Cn1nnc2cc(C(=O)N3CCSCC3)ccc21	4%	1%	4%
CCNC(=O)c1c2c(nc3ccccc13)C(=O)N(C1CCCCC1)C2	nt	3%	11%
CC(C)c1nc(-c2ccccc2)c(-c2ccccc2)[nH]1	-2%	-7%	7%
O=C(CSc1ccc2nnc(-c3ccccc3)n2n1)N1CCCc2ccccc21	10%	1%	4%
COC(=O)CN1C(=O)C(O)(CC(=O)c2ccc(Cl)cc2)c2ccccc21 (stereo unspecified)	-12%	2%	-2%
COCCCn1c(=S)[nH]c2ncccc2c1=O	-15%	-10%	2%
CCc1ccc(N/C(SCc2cccc(F)c2)=C(/C#N)C(=O)NCc2ccco2)cc1	nt	-19%	7%
O=C(O)c1cccc(S(=O)(=O)N2CCOCC2)c1	-8%	-2%	9%
O=C(Cn1ncc2c3ccccc3n(Cc3ccccc3F)c2c1=O)NCC1CCCO1 (stereo unspecified)	-10%	-3%	-2%
Cn1c(N)c(C(=O)COC(=O)CC(NC(N)=O)c2ccc(Cl)cc2)c(=O)n(C)c1=O (stereo unspecified)	0%	6%	11%
Cc1ccc(NC(=O)Cn2cc(S(=O)(=O)Cc3cccc(Cl)c3)c3ccccc32)cc1C	nt	-6%	6%
Cc1sc(NC(=O)CSc2nc(N)n(CC(=O)c3ccccc3)n2)c(C#N)c1C	12%	-20%	8%
Cc1cc(=O)oc2cc(OC(C)C(=O)N3CCOCC3)ccc12 (stereo unspecified)	4%	3%	8%
O=C(C1CCC(Cn2c(=O)c3sccc3n(Cc3cccc(F)c3)c2=O)CC1)N1CCOCC1 (stereo unspecified)	nt	-3%	8%
CN(C)S(=O)(=O)c1cc(NC(=O)COC(=O)Cc2cccc3ccccc23)ccc1Cl	7%	-13%	0%
Cc1ccc2nc(-c3cccnc3)c(Nc3ccccc3C)n2c1	-8%	13%&16%	-1%&8%
CCOC(=O)c1c(NCc2ccccc2)n[nH]c1C	11%	0%	-1%
O=C(O)C(Cc1c[nH]c2ccccc12)N1CCS(=O)(=O)CC1 (stereo unspecified)	-1%	9%	-6%
O=c1c2cn[nH]c2nc(SCc2c(F)cccc2F)n1-c1ccc(Cl)cc1	-4%	-3%&-4%	8%&16%
O=C(CCN1C(=O)c2ccccc2C1=O)C1=NN[C@@H]2C(=O)N(c3ccc4c(c3)OCO4)C(=O)[C@H]12	3%	2%	-2%
CC1C/C(=N\NC(=O)c2ccc([N+](=O)[O-])cc2)CC(C)(C)C1 (stereo unspecified)	-5%	-14%	nt
Cc1ccc(Sc2cc(C(=O)c3ccccc3C(=O)O)ccc2[N+](=O)[O-])cc1	30%	-5%	nt
C=CCn1c(SCC(=O)N(C)c2c(N)n(Cc3ccccc3)c(=O)[nH]c2=O)nnc1-c1ccccc1OC	1%	14%	2%
O=C(O)/C(=C/c1ccco1)c1ccccc1	-7%	nt	-11%
Cc1ccc(-n2c(SCC(=O)NNC(=S)Nc3ccccc3)nc3ccccc3c2=O)cc1	19%	-1%	-3%
COc1ccc(/C=N/Nc2nc(Nc3ccccc3)nc(N3CCCC3)n2)cc1[N+](=O)[O-]	-17%	4%	5%
COc1ccc(CNC(=O)c2ccc(NC(=O)N3CCSc4ncccc43)cc2)cc1	nt	16%	6%

Remaining list, next part:
SMILES	N370S GC mod	FEN1 inh	TDP1 block
CCSc1ccccc1C(=O)NCc1cccnc1	-1%	-9%	7%
Cc1ccc(-n2c(=O)c3ccc(C(=O)NCc4ccco4)cc3n(Cc3ccccc3C#N)c2=O)cc1	-9%	17%&-3%	7%&1%
Cc1nn(C)c(Cl)c1CN1CCC(n2nccc2NC(=O)C2CCCC2)CC1	-3%	8%	4%
CCn1cc(C(=O)NC(=S)Nc2ccccc2[N+](=O)[O-])cn1	-6%	26%	4%
COC(=O)c1cc(C(=O)c2c(C)cc3ccccn23)cc([N+](=O)[O-])c1	6%	3%	nt
Cc1cc(NC(=O)CSCC(=O)OC(C)C(=O)N(C)Cc2ccccc2)no1 (stereo unspecified)	-8%	3%	nt
Cc1ccc(-c2nn(-c3ccccc3)cc2C(=O)NCC(c2cccs2)N2CCOCC2)cc1 (stereo unspecified)	-4%	-15%	nt
Oc1ccc(N=Nc2ccc3c(c2)OCCO3)c2cccnc12	3%	-14%	13%
CC(C)c1ccc(S(=O)(=O)N2CCN(C(=O)[C@@H]3CCCN3C(=O)c3cccs3)CC2)cc1	-5%	-4%	-11%
CC(C)c1nnc(NC(=O)C2CCN(S(=O)(=O)c3ccc(-n4cnnn4)cc3)CC2)s1	-12%	-2%	2%
O=C(O)c1ccc(/C=N/NC(=O)C(O)(c2ccccc2)c2ccccc2)cc1	-10%	17%	4%
Cc1scc(C(=O)NCc2ccco2)c1-c1ccccc1	6%	-11%	4%
CCCCC(C(=O)NCCC(C)C)N(CCCN1CCOCC1)C(=O)c1snc(C(N)=O)c1N (stereo unspecified)	-1%	9%	-2%
Cc1cc(C)cc(NC(=O)C2CCCN(c3cnccn3)C2)c1 (stereo unspecified)	nt	8%	0%
Cc1ccc(C(=O)CCC(=O)N(C)CC(=O)Nc2c(Cl)cccc2Cl)cc1	-1%	12%	6%
CC(C)C(=O)NC(=S)Nc1ccc(S(=O)(=O)N(C)C)cc1	9%	-11%	-2%
CCCN=C1NC(=O)C(CC(=O)NCCc2ccccc2)S1 (stereo unspecified)	8%	-3%	3%
COc1cccc(N2CCN(C(=O)CN(C)S(=O)(=O)c3ccc4c(c3)c(=O)n(C)c(=O)n4C)CC2)c1	11%	-13%	5%
COc1ccc(-c2noc(CCCC(=O)NC3CCCCC3)n2)cc1	-4%	9%	1%
CCOC(=O)CSc1ncc(OC)c(Sc2ccc(Cl)cc2)n1	15%	?	-1%
O=C(O)COc1ccccc1/C=N/NC(=O)CSc1nnc(SCc2ccccc2)s1	11%	13%	3%
C/C(Cl)=C\Cn1c(O)c(N=NC(N)=S)c2ccccc21	20%	-5%	15%
O=C(Nc1ccccc1)Nc1cccc(-c2nnco2)c1	-8%	11%	nt
CCOCCCN(C)C1CCN(S(=O)(=O)c2csc(C(N)=O)c2)CC1	0%	-16%	0%
CCOC(=O)/C(C#N)=C/c1cc(C)n(-c2ccccc2)c1C	6%	0%	3%
CC1=CC(C)(C)N2C(=O)C3(C(C#N)=C(N)Oc4cc(O)ccc43)c3cccc1c32 (stereo unspecified)	-4%	-16%	10%
COc1ccc(C2CC3(CC(C)(C)NC(=S)N3)Oc3cc(O)cc(C)c32)cc1OC (stereo unspecified)	-5%	2%	3%
Nc1nnc(SCC(=O)NC2CCCCC2)n1-c1ccccc1	22%	11%	0%
COc1ccc(NC(=S)NCc2cccnc2)cc1	-2%	-2%	3%
COc1cc(CN(C(=O)c2ccc(C)cc2)C2CCS(=O)(=O)C2)cc(OC)c1OC (stereo unspecified)	nt	9%	4%
CC(C)Oc1ccc(C2CC(=O)NC2=O)cc1 (stereo unspecified)	-15%	-2%	2%
CCOC(=O)C1CCN(C(=O)c2cccc(NS(=O)(=O)c3ccc(F)c(F)c3)c2)CC1	-1%	-2%	1%
Fc1ccccc1OCCSc1nc2ccccc2o1	13%	-8%	nt
Cc1cccc(C)c1NC(=O)CNC(=O)c1ccc2c(c1)NC(=O)CS2	nt	7%	0%
COc1cccc(NC(=O)COC(=O)c2c(-c3ccccc3)noc2C)c1	-8%	-11%	3%
CC1Cc2nc(SCC(N)=O)n(C)c(=O)c2S1 (stereo unspecified)	3%	1%	5%
CCCNC(=O)c1ccc(S(N)(=O)=O)cc1	-16%	1%	9%
CCCCCc1ccc(OCCCC[n+]2cccc(C)c2)c(CCCCC)c1	12%	4%	nt
Cc1ccc(O)c(NC(=O)CCS(=O)(=O)c2nc(-c3ccc4c(c3)OCO4)cc(C(F)(F)F)n2)c1	nt	-3%	3%
CC(C)c1cc(CN2CCN(CCC#N)CC2)cc(C(C)C)c1O	-2%	2%	6%
Cc1ccsc1/C=c1\sc2ncnn2c1=O	-7%	-2%	4%
O=[N+]([O-])c1cccc(C2=NCCS2)c1	?	-1%	-5%
CC(SCc1ccccc1)C(=O)Nc1ccc2c(c1)OCO2 (stereo unspecified)	nt	0%	2%
CC1(C)Cc2c(sc3[nH]c(=S)n(Cc4ccccc4)c(=O)c23)CO1	6%	-16%	0%
CCc1ccccc1NC(=O)CCNS(=O)(=O)c1ccc2c(c1)CCN2C(=O)C1CC1	nt	12%	10%
Oc1ccc(C23CC4CC(CC(C4)C2)C3)cc1O	-1%	-23%	nt
CCCN1C(=O)c2ccc(C(=O)NCc3ccco3)cc2C1=O	5%	2%	5%
CCCC(=O)N1CCN(C2=NS(=O)(=O)c3ccccc32)CC1	5%	-3%	1%
COCCCNC(=S)Nc1ccc(N2CCCCC2)cc1	-2%	14%	8%
Cc1cc(C)cc(NC(=O)CSCc2cc(=O)c3cc(Cl)ccc3[nH]2)c1	nt	1%	5%

No new results follow: 14 of the compounds above.
SMILES	N370S GC mod	FEN1 inh	TDP1 block
Cc1cccc(C)c1NC(=O)CNC(=O)c1ccc2c(c1)NC(=O)CS2	nt	7%	0%
COc1cccc(NC(=O)COC(=O)c2c(-c3ccccc3)noc2C)c1	-8%	-11%	3%
CC1Cc2nc(SCC(N)=O)n(C)c(=O)c2S1 (stereo unspecified)	3%	1%	5%
CCCNC(=O)c1ccc(S(N)(=O)=O)cc1	-16%	1%	9%
CCCCCc1ccc(OCCCC[n+]2cccc(C)c2)c(CCCCC)c1	12%	4%	nt
Cc1ccc(O)c(NC(=O)CCS(=O)(=O)c2nc(-c3ccc4c(c3)OCO4)cc(C(F)(F)F)n2)c1	nt	-3%	3%
CC(C)c1cc(CN2CCN(CCC#N)CC2)cc(C(C)C)c1O	-2%	2%	6%
Cc1ccsc1/C=c1\sc2ncnn2c1=O	-7%	-2%	4%
O=[N+]([O-])c1cccc(C2=NCCS2)c1	?	-1%	-5%
CC(SCc1ccccc1)C(=O)Nc1ccc2c(c1)OCO2 (stereo unspecified)	nt	0%	2%
CC1(C)Cc2c(sc3[nH]c(=S)n(Cc4ccccc4)c(=O)c23)CO1	6%	-16%	0%
CCc1ccccc1NC(=O)CCNS(=O)(=O)c1ccc2c(c1)CCN2C(=O)C1CC1	nt	12%	10%
Oc1ccc(C23CC4CC(CC(C4)C2)C3)cc1O	-1%	-23%	nt
CCCN1C(=O)c2ccc(C(=O)NCc3ccco3)cc2C1=O	5%	2%	5%

The order is random. About 0.53% of those tested had a hit in this group.
